a7 integrin act – integrin-mediated muscular dystrophy alleviation activation. Potency, µM (doses to about 38.3 µM), for inactives: at the top dose activation, actives largely listed as activators. alpha7betagal myoblasts, beta-gal FDG fluorescence, 48 h. actives 0.064% (n = 350,000);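 also: potency is read from the fitted curve at half-maximal effect; 100% = response of the positive control SU9516; nearly all actives have a fitted effect of over 60% in size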
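Alpha7betagal+/- myoblasts (passage 13) were plated 16-24 hr, then exposed to compounds (1:260 dilution of DMSO stock) for 48 hours at 37C. After MPER lysis, β-galactosidase reporter activity was read as FDG fluorescence (ex 480/em 540) after 30 minutes.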
B2AR arrestin – agonists driving beta-arrestin recruitment to human beta2-adrenergic receptor. P07550. beta-arrestin recruitment to beta2AR, cell-based reporter. Potency, µM (highest dose often 46.1 µM), inactives show top-dose activation, usual class: activators. actives 0.02% (n = 330,000);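 also: potency is read from the fitted curve at half-maximal effect; 0% = DMSO controls and full agonism = EC100 isoproterenol or metaproterenol; nearly all actives have a fitted effect of over 65% in size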
Target sequence (P07550 whole entry, looked up): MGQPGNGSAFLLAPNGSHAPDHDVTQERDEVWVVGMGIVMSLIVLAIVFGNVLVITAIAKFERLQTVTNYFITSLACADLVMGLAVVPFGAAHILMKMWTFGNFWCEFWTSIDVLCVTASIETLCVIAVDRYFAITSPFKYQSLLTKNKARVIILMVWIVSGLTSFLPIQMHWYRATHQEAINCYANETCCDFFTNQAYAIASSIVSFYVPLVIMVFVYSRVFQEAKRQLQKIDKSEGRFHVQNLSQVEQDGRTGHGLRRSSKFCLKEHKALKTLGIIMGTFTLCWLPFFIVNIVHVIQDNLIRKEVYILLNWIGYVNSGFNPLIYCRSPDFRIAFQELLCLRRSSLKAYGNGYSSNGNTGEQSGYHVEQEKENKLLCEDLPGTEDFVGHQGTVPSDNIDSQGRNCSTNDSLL
PTAP TSG101 blk – blocks PTAP/TSG101 interaction to inhibit HIV-1 budding; Q99816; Fluorescence polarization, FITC-PTAP peptide / Tsg101 binding; Potency, µM (titrated, usually from 115 µM), without a hit: at the highest dose activity change, negative = inhibition, actives largely listed as inhibitors; 340,000 tested, under 10 active; AID 493005; active = well fitted inhibition curve with a large enough effect in the main read-out, with a control signal flat, not every such curve was filed as active; inconclusive = small, poorly fitted or top-dose-only effect, or effect the other way, or a change in a side signal; inactive = no such curve, though single readings can be large or run the other way; also: potency is read from the fitted curve at half-maximal effect; % of control where 0% means no effect
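Compounds were pin-transferred onto Tsg101 binding domain (10 uM final) in HEPES pH 7.5 buffer, then FITC-PTAP peptide was added at 50 nM final. After 20 min at RT, polarization reported peptide displacement across a qHTS concentration series.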
BCR signal inh – blocks chronic active B-cell receptor signaling. ABC-DLBCL IkBa-CBG/CBR reporter, luminescence ratio, 4 h. AID 493014. actives 0.05% (n = 340,000). Potency, µM (titrated, usually from 46.1 µM), for inactives: top-dose ratio change, negative = lower green/red ratio, most hits filed as inhibitors; active = well fitted inhibition curve with a large enough effect in the signal ratio, with a control signal flat, not every such curve was filed as active; inconclusive = small, poorly fitted or top-dose-only effect, or effect the other way, or a change in a side signal; the % refers to the signal ratio;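 also: potency is read from the fitted curve at half-maximal effect; plate controls were basal doxycycline-induced cells for no effect and cells given 10 µM MG132 for full effect; MG132 reads +100%, hits lower the ratio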
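Cell line TMD8 (human ABC DLBCL), stably expressing tet-inducible CBG68-IkBa fusion and CBR; IMDM/0.5% FBS; cpd up to 46 uM; dox induction, 4 h, 37C/5% CO2; dual luminescence; green/red ratio; MG132 control.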
PKM2 activator – activators of human pyruvate kinase M2; purified PKM2, Kinase-Glo ATP luminescence, activation; response scale: 0% is enzyme alone, no compound; Potency, µM (highest dose often 57.5 µM), inactives show top-dose activation, actives largely listed as activators; actives 0.34% (n = 260,000); also: potency is read from the fitted curve at half-maximal effect; % is scaled to controls: 0 for no effect and ±100 for the full control effect; nearly all actives have a fitted effect of over 55% in size
Target sequence (P14618 whole entry, looked up): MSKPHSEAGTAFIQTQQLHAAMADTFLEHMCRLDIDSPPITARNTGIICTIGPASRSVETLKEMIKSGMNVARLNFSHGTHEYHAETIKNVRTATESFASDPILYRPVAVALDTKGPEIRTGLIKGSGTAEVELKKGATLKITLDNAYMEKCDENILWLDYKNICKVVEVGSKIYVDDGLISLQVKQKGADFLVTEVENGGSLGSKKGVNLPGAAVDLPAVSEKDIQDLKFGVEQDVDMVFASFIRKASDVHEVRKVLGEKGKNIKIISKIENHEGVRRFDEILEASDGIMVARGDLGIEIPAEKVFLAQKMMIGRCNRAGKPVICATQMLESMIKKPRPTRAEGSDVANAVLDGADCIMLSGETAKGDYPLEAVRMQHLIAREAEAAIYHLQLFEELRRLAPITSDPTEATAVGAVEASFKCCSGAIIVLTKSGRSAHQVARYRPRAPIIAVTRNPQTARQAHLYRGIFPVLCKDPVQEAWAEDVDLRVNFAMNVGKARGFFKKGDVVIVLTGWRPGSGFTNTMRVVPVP
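hPK-M2, >95% pure; 0.1 mM ADP / 0.5 mM PEP final; imidazole pH7.2 buffer w/ 7 mM MgCl2, 50 mM KCl; 1 h RT; Kinase-Glo lum. Intermediate enzyme activity for dual inhibitor/activator qHTS.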
S-ASM inh – human S-ASM enzyme inhibition. P17405. placental ASM, HMU-PC fluorogenic substrate, 60 min. Potency, µM (titrated, usually from 57.5 µM), for the others: at the highest dose activity change, negative = inhibition, hits mostly inhibitors. actives 0.006% (n = 340,000). AID 504937; also: potency is read from the fitted curve at half-maximal effect
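HMU-PC0 cleavage (9 uM final) by human placental ASM, 60 min at 37 °C following 10 min compound exposure at RT; stopped at pH 10, fluorescence Ex 386/Em 447 nm.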
GALK inhibitor – inhibitors of human galactokinase. P51570. Purified GALK, Kinase-Glo residual ATP luminescence. Potency, µM (highest dose often 57.5 µM), for inactives: at the highest dose activity change, negative = inhibition, most hits filed as inhibitors. actives 0.007% (n = 270,000); also: potency is read from the fitted curve at half-maximal effect; % is scaled to controls: 0 for no effect and ±100 for the full control effect
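Human GALK (5 nM) with 35 uM ATP and 100 uM galactose in 20 mM HEPES pH 8.0, 5 mM MgCl2, 60 mM NaCl, 1 mM DTT, 0.01% BSA. After 1 h at room temperature, leftover ATP was read by Kinase-Glo Plus luminescence.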
Coupling enz – coupling enzyme interference in Giardia aldolase counter-screen; coupling enzyme system counterscreen, AmpLite Red fluorescence; activity change, negative = inhibition, % at 58.2 µM, hits read low; actives 0.67% (n = 290,000); in the data active = activity change below about -30%; also: % is scaled to controls: 0 for no effect and ±100 for the full control effect
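Fluorescence at 525 nm excitation and 598 nm emission measured inhibition of the coupled detection system without aldolase. Compounds (at 57.5 uM final) were preincubated 10 min at room temperature with coupling enzyme reagent before a 20 min substrate/AmpLite Red step.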
Tb PFK inh – inhibitors of T. brucei phosphofructokinase. T. brucei PFK, ADP-Glo luminescence. Potency, µM (titrated, usually from 57.5 µM), without a hit: top-dose activity, negative = inhibition, actives largely listed as inhibitors. actives 0.17% (n = 330,000);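 also: potency is read from the fitted curve at half-maximal effect; 0% = uninhibited 1x PFK enzyme wells and -100% = no-enzyme wells; nearly all actives have a fitted effect of over 60% in size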
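Luminescent ADP detection (ADP-Glo, two-step: ATP depletion then ADP-to-ATP conversion for luciferase) reported PFK activity after 45 min room-temperature reaction of 1.25 nM enzyme with 0.5 mM F6P and 0.1 mM ATP at pH 8.0.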
Menin-MLL TR inh – inhibitors of human menin-MLL interaction, mutant MLL peptide | Menin + Texas Red MLL mutant peptide, fluorescence polarization | Potency, µM (series often up to 61.6 µM), for the others: at the top dose FP activity change, negative = inhibition, most hits filed as inhibitors | actives 0.23% (n = 270,000) | AID 1768; active = well fitted inhibition curve with a large enough effect in the polarisation, with a control signal flat, not every such curve was filed as active; inconclusive = small, poorly fitted or top-dose-only effect, or effect the other way, or a change in a side signal; inactive = no such curve, though single readings can be large or run the other way; the % refers to the polarisation; also: potency is read from the fitted curve at half-maximal effect; % of control where 0% means no effect; many of its hits are not listed in these tables
Giardia killer – kills Giardia lamblia | Giardia lamblia trophozoite viability | activity change, % at 7.66 µM, hits read low | actives 0.15% (n = 340,000); in the data active = activity change below about -80%; inconclusive = between about -30% and that limit;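 also: parasites exposed to compound for two days anaerobically before the ATP read; % is scaled to controls: 0 for no effect and ±100 for the full control effect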
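Compounds were tested on trophozoites seeded at 100 cells/well and held 48 hrs at 37 deg C anaerobically. An ATP-based luminescent kit measured the remaining live cells.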
Starred values were filed as active, the others as inactive; u = inconclusive; x = no result given; [ ] = dose if it differs, or a comment. Unless noted, calls follow the shape of the dose curve; as a rule, active = well fitted curve in the direction sought with a large enough effect; inconclusive = small, poorly fitted or top-dose-only effect, or another doubt; inactive = no such curve, though single readings can be large; an effect the other way counts as inactive or inconclusive. This is a subset (hit frequency here may not be typical).

SMILES	a7 integrin act	B2AR arrestin	PTAP TSG101 blk	BCR signal inh	PKM2 activator	S-ASM inh	GALK inhibitor	Coupling enz	Tb PFK inh	Menin-MLL TR inh	Giardia killer
CS(=O)(=O)N(CC(=O)Nc1ccccc1Sc1ccccc1)c1ccc(F)cc1	u	0.3%	-6%	u	2%	-13%	-2%	0	-7%	38%[activator]	-5
O=C(Nc1ccc(OC(F)F)c(Cl)c1)Nc1ccc2c(c1)OCO2	-13%	-0.1%	0%	0%	0%	3%	-8%	0	-3%	u	-5
CCC(=O)NCCc1nc2cc(NC(=O)c3ccc(Cl)cc3)ccc2n1C	2%	-0.3%	-1%	u	x	2%	4%	5	1%	8%	8
CC1(C)CC(=O)C2=C(C1)Nc1nc(SCCN3CCOCC3)[nH]c(=O)c1C2c1cccs1 (stereo unspecified)	0%	-0.1%	0%	-7%	-4%	4%	-3%	1	-1%	-7%	0
Cc1cc2c(nn1)CCc1c-2no[n+]1[O-]	-11%	0.3%	-4%	10%	0%	1%	-2%	1	2%	x	-22
Cc1cccc(OCC(=O)NC2CCCc3ccccc32)c1C (stereo unspecified)	0%	-0.4%	-2%	1%	7%	-3%	1%	2	-4%	2%	14
C=CCOc1ccc(Cl)cc1CNC1CCCC1	u	-0.2%	-1%	2%	-2%	3%	11%	0	4%	-10%	4
Cc1c(NC(=O)CSc2nnc3c4ccccc4n(CCc4ccccc4)c3n2)c(=O)n(-c2ccccc2)n1C	5%	0.2%	-6%	5%	6%	-8%	-4%	3	10%	-11%	-2
O=C(O)c1[nH]c2ccc(Cl)cc2c1CC(=O)N1CCN(C(=O)c2ccco2)CC1	0%	-0.2%	-1%	8%	7%	0%	-1%	2	16%	13%	-8
CC1CCN(CCCNC(=O)C2CCC(=O)N2C2CCCC2)CC1 (stereo unspecified)	1%	-0.6%	-5%	9%	-16%	2%	-2%	0	-4%	3%	-6
O=C(N/N=C/c1ccccn1)c1ccc(NC(=O)c2cccc([N+](=O)[O-])c2)cc1	-4%	0.1%	-4%	0%	-12%	-4%	9%	-4	-6%	u	28
CC(C)CC(=O)Nc1nc2c(c(=O)[nH]1)CCCC2	3%	-0.1%	-1%	u	-3%	2%	-2%	4	0%	-2%	7
COc1cc([N+](=O)[O-])cc(/C=N/NC(=O)Cn2nccc2C)c1O	-6%	-0.5%	-1%	20%	0%	0%	x	-5	3%	x	23
COc1ccccc1S(=O)(=O)Cc1ccc(C(=O)NCc2ccc3c(c2)OCO3)o1	-13%	-1.1%	-2%	-17%	-8%	8%	3%	1	-3%	7%	6
COC(=O)c1nnn(CC(=O)Nc2cccc(OC)c2)c1C(=O)OC	5%	-0.5%	-5%	u	-12%	6%	3%	2	-4%	-12%	5
COc1ccccc1C(=O)NNC1CC(=O)N(c2ccc3c(c2)OCCO3)C1=O (stereo unspecified)	4%	-0.3%	-2%	-8%	7%	4%	-1%	0	0%	-7%	-3
CNC(=O)c1cc(C(=O)c2ccccc2Br)c[nH]1	9%	0.1%	0%	-7%	x	3%	-1%	0	0%	23%	-14
COC(=O)CCC(=O)N1CCCC(N2CCN(c3ccc(OC)cc3)CC2)C1 (stereo unspecified)	13%	1.7%	-1%	-1%	-4%	-3%	-4%	4	0%	2%	20
CCOC(=O)N1CCN(C(=O)C2CCN(S(=O)(=O)N(CC)CC)CC2)CC1	-13%	-0.5%	-5%	-8%	-4%	3%	1%	1	-1%	-5%	-12
Cc1cc(C(F)(F)F)n2ncc(-c3ccc(F)cc3)c2n1	17%	-0.4%	-2%	u	10%	0%	1%	4	3%	9%	-23

The list goes on; the last 5 above are carried over.
SMILES	a7 integrin act	B2AR arrestin	PTAP TSG101 blk	BCR signal inh	PKM2 activator	S-ASM inh	GALK inhibitor	Coupling enz	Tb PFK inh	Menin-MLL TR inh	Giardia killer
COc1ccccc1C(=O)NNC1CC(=O)N(c2ccc3c(c2)OCCO3)C1=O (stereo unspecified)	4%	-0.3%	-2%	-8%	7%	4%	-1%	0	0%	-7%	-3
CNC(=O)c1cc(C(=O)c2ccccc2Br)c[nH]1	9%	0.1%	0%	-7%	x	3%	-1%	0	0%	23%	-14
COC(=O)CCC(=O)N1CCCC(N2CCN(c3ccc(OC)cc3)CC2)C1 (stereo unspecified)	13%	1.7%	-1%	-1%	-4%	-3%	-4%	4	0%	2%	20
CCOC(=O)N1CCN(C(=O)C2CCN(S(=O)(=O)N(CC)CC)CC2)CC1	-13%	-0.5%	-5%	-8%	-4%	3%	1%	1	-1%	-5%	-12
Cc1cc(C(F)(F)F)n2ncc(-c3ccc(F)cc3)c2n1	17%	-0.4%	-2%	u	10%	0%	1%	4	3%	9%	-23
CCOC(=O)N1CCC(c2cc(=O)n3[nH]cc(C(=O)OC)c3n2)CC1	12%	-0.4%	-4%	5%	1%	7%	-1%	2	2%	-5%	12
CC(=O)N1CCN(C(=O)C2(NC(=O)Nc3ccc(C)cc3)CCCCC2)CC1	30%	0.2%	1%	4%	4%	-2%	-4%	5	3%	u	-9
Cc1cnc(C(=O)OCC(=O)Nc2ccc(OCc3ccccc3)cc2)cn1	0%	0.3%	2%	u	x	0%	x	x	-1%	x	15
CCn1ncc(S(=O)(=O)Nc2cc(Cl)ccc2C)c1C	u	0.1%	-7%	7%	5%	-1%	-2%	x	0%	x	12
COc1cccc(Cn2cccc(NC(=O)NCc3ccccc3)c2=O)c1	-10%	-0.4%	0%	0%	-5%	-2%	-4%	1	0%	6%	-7
O=C(C1=C(O)C(=O)N(c2nccs2)C1c1ccccc1)c1cc2ccccc2o1 (stereo unspecified)	-20%	0.3%	u	u	5%	2%	-4%	4	1%	x	5
Cc1nn(C)c(C)c1S(=O)(=O)N(CC(=O)NC1CCCCCC1)c1ccc(C(C)C)cc1	1%	0.2%	1%	0%	1%	3%	-2%	0	0%	-5%	1
CS(=O)(=O)c1ccc(C(=O)NNC(=O)c2cccs2)cc1	-39%	-0.2%	-12%	-3%	x	-1%	x	x	0%	x	-7
CC/C(=N\NS(C)(=O)=O)c1ccccc1	3%	4.6%	-6%	12%	-9%	4%	0%	6	-4%	x	3
O=C(OCC(=O)N1CCN(C(=O)c2ccco2)CC1)c1cc(-c2ccccc2)nc2ccccc12	-3%	0.1%	-3%	-2%	2%	-14%	0%	6	2%	u	-10
Cc1ccnc(N2CCC(C(=O)Nc3cccc(C(F)(F)F)c3)CC2)n1	-17%	0.2%	-2%	u	-16%	-5%	-3%	-13	-4%	43%[activator]	-27
c1ccc(Cc2nn3c(Cn4nnc5ccccc54)nnc3s2)cc1	1%	-0.9%	-7%	-11%	0%	-2%	0%	0	-6%	-8%	9
COc1ccc(NC(=S)Nc2ccccc2)cn1	-6%	-0.8%	0%	-20%	-2%	1%	0%	1	3%	2%	-8
CCc1cccc(NC(=O)C2CCCN(S(=O)(=O)c3cccs3)C2)c1 (stereo unspecified)	u	0.5%	-3%	u	-3%	-2%	-1%	-3	-3%	92%[activator]	-23
COc1cc(CN2CCN(CCCc3ccccc3)C(CCO)C2)cc(OC)c1O (stereo unspecified)	-22%	3.1%	-5%	-1%	-2%	1%	5%	-41*	-3%	-29%	24
Cc1ccc(C(=O)Nc2ccccc2)cc1S(=O)(=O)Nc1ccc(Cl)cn1	-3%	-1.7%	-9%	u	-3%	-6%	3%	12	-1%	u	11
Cc1ccc(NC(=O)c2ccc([N+](=O)[O-])cc2)cc1S(=O)(=O)N(C)C	0%	0.1%	0%	u	4%	0%	5%	-3	2%	u	-22
Cc1ccc(-n2ncc(C(=O)N3CCN(C(=O)c4ccco4)CC3)c2-n2cccc2)cc1	11%	-0.3%	-6%	4%	x	0%	-2%	x	0%	x	6
O=C(c1ccccc1)c1cnc2ccc(Cl)cc2c1N1CCOCC1	-24%	-0.3%	-5%	u	4%	4%	2%	0	-4%	u	-12
COc1cccc(/C=N/NC(=O)CCc2c(C)n[nH]c2C)c1	0%	-0.1%	1%	-16%	-18%	-1%	0%	0	1%	x	-12
